High-throughput results as filed in PubChem.
NS5 inhibitors: flavivirus cap methylation enzyme inhibition – biochemical, confirmation dose response, primary screen (AID 588689); Dengue-2 NS5 methyltransferase capping enzyme assay, biochemical; higher % means a stronger effect; 0.3% of 340,000 active; one-dose inhibition, % at 25 µM; IC50 in µM for titrated hits; in the data active = a potency from the dose series; inconclusive = inhibition above about 29% without an active follow-up result
Large T inhibition: TAg ATPase/helicase activity blockers – biochemical (AID 1903); SV40 large T antigen ATPase/helicase inhibition assay; higher % means a stronger effect; one-dose inhibition, % at 20 µM; IC50 in µM for titrated hits; 0.39% of 310,000 active; in the data active = a potency from the dose series; inconclusive = inhibition mostly from about 32% at the one dose, without a potency; inactive = the rest, 99 in 100 with inhibition below about 32%; note: strong numbers were not always called active
AID2073: inhibitors of Mint1-CaV2.2 protein interaction, biochemical, HTRF (AID 2073). 0.19% of 290,000 active. HTRF protein-protein interaction, Mint1-CaV2.2; higher % means a stronger effect. one-dose inhibition, % at 20 µM; IC50 in µM for titrated hits; in the data active = inhibition mostly above about 51%, no sharp cut-off; inconclusive = no clear call, values can overlap the other calls; inactive = mostly below about 53%; note: some results filed as inactive read as strong as hits
GPR55 antagonists: inhibition of LPI-stimulated GPR55 beta-arrestin translocation – imaging, U2OS, beta-arrestin-GFP, LPI agonist, primary screen (AID 2013); U2OS GPR55 beta-arrestin-GFP translocation imaging, LPI antagonism; higher % means a stronger effect; 0.13% of 290,000 active; one-dose inhibition, % at 10 µM; IC50 in µM for titrated hits;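 active = spots per cell inhibited over 60%, with over 100 cells counted and total cytoplasm intensity under 500,000; inconclusive = wells with under 100 cells, flagged as likely toxic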;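 note: U2OS cells stably carrying GPR55 and arrestin-GFP stimulated by 5 µM LPI near EC80; imaged beta-arrestin-GFP aggregate spots per cell after agonist stimulation; plate controls were LPI-stimulated DMSO wells for no effect and DMSO wells without LPI for full effect; some results filed as inactive read as strong as hits; confirmed hits need IC50 under 10 µM and bright autofluorescent wells are also inconclusive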
GPR35 antagonists: inhibition of zaprinast-stimulated GPR35 beta-arrestin translocation – imaging, U2OS, beta-arrestin-GFP, zaprinast agonist, primary screen (AID 2058) | U2OS GPR35 beta-arrestin-GFP translocation imaging, zaprinast antagonism; higher % means a stronger effect | 0.052% of 290,000 active | inhibition, % at 10 µM; hits with a dose series show IC50 in µM;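 active = inhibition of at least 50% with at least 30 cells and total cytoplasm GFP at most 10,000,000; inconclusive = under 30 cells or total GFP of 10,000,000 plus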
Yfh1-off respiration: mitochondrial function rescue without frataxin homolog – Friedreich's ataxia, plus single-dose screen, dose response (AID 1465) | S. cerevisiae Yfh1-off respiration, WST-1 reduction, 72 h; higher fold induction means a stronger effect | fold induction at 50 µM; hits with a dose series show EC50 in µM | 0.074% of 220,000 active;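 active = fold induction of absorbance versus untreated yeast above a set limit, then at least 30% activation at any dose in follow-up; inconclusive = repeats straddling the limit, or above it without dose testing; inactive = fold induction below the set limit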;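 note: activators that raise dye reduction in frataxin-depleted yeast; strong numbers were not always called active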
GPR55 beta-arrestin: GPR55 agonists via beta-arrestin recruitment, primary screen, imaging, U2OS cells, beta-arrestin-GFP redistribution (AID 1961). U2OS GPR55 beta-arrestin-GFP redistribution imaging; higher % means a stronger effect. activation, % at 10 µM, or EC50 in µM where a hit was titrated. 0.048% of 290,000 active;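 active = activation above 40% with more than 50 cells counted in the well; inconclusive = wells holding fewer than 50 cells, flagged as toxic or sparse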;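 note: U2OS osteosarcoma cells stably expressing GPR55 and beta-arrestin-GFP; plate controls were DMSO negative control for no effect and LPI positive control for full effect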
NTR1 agonist: NTR1-driven beta-arrestin-GFP spot formation – imaging, U2OS cells, high content, primary screen (AID 493036); agonist mode; P30989; activation, % at 20 µM; 0.17% of 330,000 active;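 active = activation at or above 40% of the spot to cytoplasm intensity ratio, with at least 20 cells analyzed; inconclusive = wells under 20 cells, flagged as cytotoxic or low count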;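 note: 0% = DMSO without peptide and 100% = 100 nM NTR1 peptide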
Target sequence (P30989 whole entry, looked up): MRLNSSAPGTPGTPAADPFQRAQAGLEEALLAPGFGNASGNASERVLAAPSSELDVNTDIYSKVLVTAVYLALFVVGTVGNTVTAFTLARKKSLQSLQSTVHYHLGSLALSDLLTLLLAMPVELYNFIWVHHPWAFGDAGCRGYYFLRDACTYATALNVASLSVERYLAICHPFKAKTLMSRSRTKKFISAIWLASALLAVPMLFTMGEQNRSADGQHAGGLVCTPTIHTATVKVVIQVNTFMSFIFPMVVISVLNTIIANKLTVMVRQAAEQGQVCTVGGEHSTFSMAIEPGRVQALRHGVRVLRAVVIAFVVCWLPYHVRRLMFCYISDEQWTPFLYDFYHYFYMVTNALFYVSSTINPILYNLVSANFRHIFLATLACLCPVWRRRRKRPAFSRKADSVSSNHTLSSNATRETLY
MgcRacGAP inhibition: MgcRacGAP GTPase-activating activity inhibitors, confirmation, biochemical, ADP Hunter fluorescence; MgcRacGAP-stimulated Rac1 GTP hydrolysis, ADP Hunter fluorescence; higher % means a stronger effect; GST-tagged Rac1 F28L mutant substrate; inhibition, % at 30 µM; hits with a dose series show IC50 in µM; 0.6% of 340,000 active;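 active = first-screen hits whose inhibition reached a set limit at any dose in the follow-up dose series; inconclusive = inhibition above the set first-screen limit but never retested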;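 note: fluorescence reports GDP produced by GAP-driven GTP hydrolysis; strong numbers were not always called active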
NTR1 agonist cell count 20 µM: further read-out of NTR1 agonist, marked with its call; cell count; measured here: cell count, cytotoxicity flag
An asterisk follows results filed as active; i = inactive; ? = inconclusive; / = not tested or not shown; & = joins results of further samples. An unsorted share of the library (roughly 1.7% active in at least one column).

SMILES	NS5 inhibitors	Large T inhibition	AID2073	GPR55 antagonists	GPR35 antagonists	Yfh1-off respiration	GPR55 beta-arrestin	NTR1 agonist	NTR1 agonist cell count 20 µM	MgcRacGAP inhibition
O=C(CCSc1ccc(Cl)cc1)NC12CC3CC(CC(C3)C1)C2	-2%	-9%	-1%	1%	-2%	i	-0.1%	2.9	74	-2%
COc1cc(NC(=O)C2CCC(CNc3c(N4CCC(C)CC4)c(=O)c3=O)CC2)cc(OC)c1 (stereo not drawn)	3%&-3%	7%	-7%	20%	-22%	i	0.3%	8.0	55	7%&2%
COc1ccccc1CCc1nnc(CCC(=O)NCC(C)Oc2cccnc2)o1 (stereo not drawn)	-3%	2%	-7%	-5%	12%	i	-0.3%	3.2	80	8%
CCC(Oc1ccccc1F)C(=O)NCCN1CCOCC1 (stereo not drawn)	12%	4%	7%	9%	6%	/	0.0%	-0.2	57	0%
Cc1ccc(NC(=O)CCC(=O)N/N=C/c2ccccc2O)cc1	0%	7%	20%	2%	5%	/	0.0%	-0.5	91	-7%
Cc1nn(C)c(Cl)c1C(=O)NCC(=O)O	4%	0%	-6%	8%	-7%	i	-0.4%	0.3	43	2%
O=C(NC(N1CCOCC1)C(Cl)(Cl)Cl)c1ccc(Br)cc1 (stereo not drawn)	-2%	11%	12%	11%	-11%	i	0.5%	1.2	36	11%
CC(C)Oc1ccc(C(=O)Nc2nnc(SCC(=O)N3CCOCC3)s2)cc1	-4%	11%	5%	4%	1%	/	-0.2%	-0.8	40	9%
CCn1c(=O)cc(SCC(=O)N2CCCCC2)c2ccccc21	-2%	5%	8%	-7%	22%	i	-0.1%	0.2	50	21%
O=C(Nc1ccccc1F)c1ccc(Cn2cc(Cl)cn2)cc1	-6%	4%	11%	-18%	-3%	i	-0.1%	-1.1	98	6%
CN(C(=O)CSc1nc2cc([N+](=O)[O-])ccc2n1-c1ccc(F)cc1)C1CCS(=O)(=O)C1 (stereo not drawn)	-9%	22%	0%	-12%	4%	i	-0.2%	-0.3	62	13%
NC(=S)n1[nH]c(-c2ccccc2)c(N=Nc2ccccc2C(=O)N2CCOCC2)c1=O	-7%	21%	-19%	-6%	-10%	i	-0.2%	-0.5	92	6%
COc1ccc(S(=O)(=O)NCC2CCCO2)cc1NC(=O)c1ccccc1F (stereo not drawn)	-6%	7%	6%	-5%	-12%	/	-0.1%	-0.1	42	3%
O=C(O)c1ccc(-c2nnc(-c3ccccc3)o2)cc1	2%	25%	5%	1%	9%	/	-0.1%	-0.7	98	5%
CCN(C(=O)CSc1nnc2ccccn12)C1CCS(=O)(=O)C1 (stereo not drawn)	-9%	9%	-1%	3%	3%	i	0.3%	0.0	33	4%
O=C(O)c1cccc(-c2ccc(/C=N/Nc3ccc([N+](=O)[O-])cc3)o2)c1	-1%	12%	1%	3%	0%	i	-0.1%	2.2	47	2%
CC(C)C(C(=O)NC1CCCC1)N(CC1CCCO1)C(=O)CNS(=O)(=O)c1ccccc1 (stereo not drawn)	-1%	15%	-13%	-7%	20%	/	0.3%	-1.3	40	-3%
COc1ccc2cc(S(=O)(=O)N3CCCCCC3)ccc2c1	-2%	4%	-8%	-12%	16%	i	0.2%	2.1	86	6%
COc1cccc(NC(=O)c2ccccc2NS(C)(=O)=O)c1	2%	6%	0%	2%	-5%	i	-0.1%	0.8	93	7%
CN(C)CCCN(C(=O)COc1ccc(Cl)cc1)c1nc2c(F)cccc2s1	-1%	8%	-3%	22%	12%	i	0.3%	-0.9	60	8%
CCOC(=O)c1ccccc1NC(=O)COc1ccccc1	-5%	11%	-6%	17%	-3%	i	0.0%	5.3	45	2%
COc1ccc(CCNC(=O)c2ccc(Cl)cc2Cl)cc1	15%	-2%	-8%	10%	-2%	i	0.0%	-1.6	71	1%
Cc1onc(-c2c(Cl)cccc2Cl)c1NC(=O)NNc1c(Cl)cncc1Cl	3%	5%	-4%	-5%	6%	i	0.2%	-1.1	57	6%
O=C(COC(=O)c1ccccn1)Nc1ccc(S(=O)(=O)N2CCOCC2)cc1	-7%	12%	-10%	8%	-16%	i	-0.3%	0.6	42	4%
CNC(=O)c1cnc(-c2ccccc2)nc1-c1ccccc1	-4%	12%	5%	-5%	-3%	/	-0.2%	-1.3	98	4%
(cont.)
SMILES	NS5 inhibitors	Large T inhibition	AID2073	GPR55 antagonists	GPR35 antagonists	Yfh1-off respiration	GPR55 beta-arrestin	NTR1 agonist	NTR1 agonist cell count 20 µM	MgcRacGAP inhibition
Cc1cc(C)c(-c2csc(Cc3nc(-c4cc5ccccc5oc4=O)cs3)n2)cc1C	-7%	2%	14%	1%	-6%	i	0.2%	6.8	41	3%
COc1cccc(CNS(=O)(=O)c2c(C)[nH]c(C)c2C(=O)N2CCCC2)c1	-10%	10%	4%	4%	14%	/	-0.1%	-1.0	60	2%
COc1ccc(-c2cc(C(=O)N/N=C/c3cccnc3)c3cc(C)cc(C)c3n2)cc1	1%	7%	30%	-19%	-13%	/	-0.1%	2.9	61	2%
CCOC(=O)N1CCN(S(=O)(=O)c2cc3c(cc2C)NC(=O)CO3)CC1	-6%	-15%	-1%	12%	5%	i	0.0%	-0.1	63	4%
Clc1ccccc1CN(Cc1ccco1)Cc1nnnn1C1CCCC1	-2%	23%	2%	4.2µM*	15%	i	0.0%	2.6	74	4%
Cc1ccc(S(=O)(=O)NNC(=O)c2cc3cc4ccccc4nc3s2)cc1	1%	2%	8%	15%	14%	i	0.6%	-1.5	82	0%
Cc1cc(NC(=O)c2ccc(Cl)cc2)no1	1%	5%	-2%	5%	-2%	i	0.2%	-0.6	50	13%
COc1cccc(CC(=O)NCC2(N3CCCCC3)CCCCC2)c1	-11%	25%	1%	11%	-1%	i	0.1%	1.3	55	2%
Cn1cc(P(=O)(N2CCOCC2)N2CCOCC2)cc1P(=S)(N1CCOCC1)N1CCOCC1	-3%	-4%	5%	2%	-3%	i	-0.3%	-0.9	31	19%
CCC(=O)Nc1nnc(S(=O)(=O)N(C)c2ccccc2)s1	-1%	3%	6%	-3%	7%	/	0.0%	-0.3	100	-11%
CN(C)C(CNC(=O)CCc1nc2ccccc2s1)c1ccccc1 (stereo not drawn)	-5%	9%	2%	9%	1%	/	0.2%	1.3	44	8%
Cc1c(C(=O)OCC(=O)N(C)c2ccccc2)cccc1[N+](=O)[O-]	-3%	19%	8%	-8%	-4%	i	-0.2%	-1.3	31	1%
O=c1c2[nH]c3ccccc3c2ncn1Cc1ccco1	-3%	6%	4%	-2%	10%	i	-0.1%	2.2	33	9%
O=C(O)C1CCN(C(=O)NC2CCCCC2)CC1	-3%	11%	-6%	20%	10%	i	-0.1%	-0.1	42	-4%
O=C(CN1CCCC1)N1c2ccccc2Sc2ccccc21	7%	21%	11%	7%	-7%	i	0.4%	-0.5	57	-4%
COc1ccc(Sc2ncnc3onc(C)c23)cc1	5%	3%	-3%	-6%	2%	i	-0.3%	1.0	26	3%
COc1ccc(N(C(=O)CSCC(=O)Nc2cc(C)on2)C(C(=O)NC2CCCCC2)c2ccc(O)c(O)c2)cc1 (stereo not drawn)	-7%	11%	-13%	12%	-9%	i	0.7%	-0.2	35	9%
CCc1ccc(N(CC(=O)NC2CCCC2)C(=O)CCC(=O)Nc2cc(C)on2)cc1	2%	0%	0%	1%	11%	/	-0.1%	-1.4	37	-2%
O=C(Nc1cccc(Cl)c1)Nc1ccccc1-n1ccnc1	-4%	9%	3%	-5%	?	i	0.0%	-0.5	78	5%
Cc1cccc(C)c1NC1=NC(=S)N(c2ccc(N(C)C)cc2)C1(C)C	-4%	11%	13%	26%	-3%	/	-0.2%	-5.7	78	14%
O=C1NC2(CCCCCC2)C(=O)N1Cc1cccc([N+](=O)[O-])c1	-1%	3%	10%	-2%	14%	/	0.0%	-0.4	101	9%
COC(=O)[C@@]1(Cc2ccc(OC)cc2)[C@H]2c3cc(C(=O)N4CCCC4)n(CCO)c3C[C@H]2CN1C(=O)c1ccccc1	/	15%	4%	6%	3%	i	0.3%	-0.4	47	/
Cc1cc(C)n(-c2nc3nonc3nc2Nc2cccc(C)c2C)n1	12%	0%	9%	18%	0%	/	0.0%	6.9	57	13%
Cc1nc(SCCc2ccccc2)[nH]c(=O)c1C	-4%	7%	-1%	8%	2%	/	0.5%	0.0	65	12%
COc1ccccc1N1CCN(C(=O)c2cc(-c3ccc(F)cc3)[nH]c2C)CC1	-7%	1%	-2%	-12%	-6%	/	0.4%	6.2	88	10%
Next part.
SMILES	NS5 inhibitors	Large T inhibition	AID2073	GPR55 antagonists	GPR35 antagonists	Yfh1-off respiration	GPR55 beta-arrestin	NTR1 agonist	NTR1 agonist cell count 20 µM	MgcRacGAP inhibition
Cc1cccc(C(=O)c2cnc3ccccc3c2-c2ccccc2)c1	-10%	3%	18%	48%	-3%	i	-0.1%	14	104	3%
Cc1cc(C)c(C)c(SCC(=O)Nc2oc(C)c3c(C)n[nH]c(=O)c23)c1C	11%	15%	/	/	/	/	/	1.2	68	10%
CCC(CC)Nc1ccc(C(CC(N)=O)NC(=O)Cc2ccc(Br)cc2)cc1[N+](=O)[O-] (stereo not drawn)	-5%	9%	12%	3%	8%	i	-0.1%	9.1	83	5%
C[n+]1cccc(/C=N/NC(=O)CC23CC4CC(CC(C4)C2)C3)c1	-8%	14%	-3%	-1%	24%	i	-0.1%	-2.1	98	-5%
O=C(O)C1CC=CCC1C(=O)NCCc1csc(-c2ccccc2)n1 (stereo not drawn)	-3%	7%	1%	18%	-7%	i	1.2%	2.6	93	-4%
CCOc1ccc(NC(=S)N2CCC(c3nc4ccccc4[nH]3)CC2)cc1	-8%	25%	-1%	25%	23%	i	0.1%	0.6	47	4%
O=C1/C(=C/c2ccccc2)SC(=S)N1CC(=O)N1CCCCC1c1cccnc1 (stereo not drawn)	-3%	17%	-2%	2%	-11%	/	0.5%	5.4	62	7%
Cc1ccc(C)c(NC(NC(=O)c2cccnc2)C(Cl)(Cl)Cl)c1 (stereo not drawn)	-6%	-4%	40%	2%	2%	i	-0.2%	1.5	51	16%
COc1ccc(S(=O)(=O)Cc2ccc(C(=O)N3CCC(C(N)=O)CC3)o2)cc1	-1%	0%	-4%	-6%	6%	i	-0.1%	0.1	54	2%
